Screens from PubChem BioAssay.
Imprint erasure = genomic imprint erasure induction | hit rate 0.02% among 110,000 | Potency, µM (doses to about 60.7 µM), without a hit: top-dose activity change, positive = activation, most hits filed as activators | mouse ES Peg3-LacZ reporter, beta-gal luminescence, 40 h;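 also: 0% = negative control wells on the plate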
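Readout: BetaGlo luminescence (5 min, room temp) for LacZ from the normally silent maternal Peg3 allele in female Peg3LacZ-Neo ES cells. Cells 300/well, 40 h, 37C, 5% CO2. Data normalized per plate to negative controls.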
p53ts 39C kill = cytotoxicity in p53ts cells at nonpermissive temperature. hit rate 1.5% among 130,000. H1299-p53A138V viability at 39C, ATP luminescence, 24 h. Potency, µM (series often up to 46.1 µM), without a hit: at the top dose activity change, negative = cell killing, most hits filed as cytotoxic. AID 902; also: nearly all actives have a fitted effect of over 55% in size
IkB sig inh = IkB pathway inhibition in ABC-DLBCL cells; ABC-DLBCL IkBa-CBG/CBR dual luciferase ratio, 4 h; response scale: scaled: untreated 0%, proteasome inhibitor 100%; Potency, µM (top dose mostly 57.1 µM), for inactives: at the highest dose IkBa stabilization activation; hit rate 0.04% among 110,000; AID 445; active = well fitted curve in the direction sought with a large enough effect in the signal ratio, not every such curve was filed as active; inconclusive = small, poorly fitted or top-dose-only effect, or a change in a side signal; the % refers to the signal ratio;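 also: the direction sought is a rising ratio; 0% = basal untreated cells and 100% = reference inhibitor full response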
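Luminescence ratio of IκBα-fused green versus native red beetle luciferase in OCI-Ly3 cells, 4 h post-doxycycline with compound; red signal alone, scaled from basal (0%) to zero light (-100%), flagged nonspecific or cytotoxic effects.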
p53ts 32C kill = kills p53ts cells at the permissive temperature. H1299-p53A138V at 32C, ATP luminescence viability, 24 h. AID 924. Potency, µM (titrated, usually from 46.1 µM), for inactives: top-dose activity change, negative = cytotoxicity, hits mostly cytotoxic. hit rate 0.93% among 130,000;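 also: 0% = DMSO and -100% = full killing by reference compound; nearly all actives have a fitted effect of over 55% in size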
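Cells: H1299 p53ts (A138V), 600/well, pre-incubated 16–30 h at 37C. Cpd up to 46 uM, 24 h, 32C. Readout: ATPlite luminescence, 20 min RT. Normalization: DMSO vs tamoxifen 100 uM. AC50 by Hill equation.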
Active calls of the source: *; ? = inconclusive; nt = not tested or not shown; [ ] = another dose, or the depositor's remark. Unless noted, calls follow the shape of the dose curve; as a rule, active = well fitted curve in the direction sought with a large enough effect; inconclusive = small, poorly fitted or top-dose-only effect, or another doubt; inactive = no such curve, though single readings can be large; an effect the other way counts as inactive or inconclusive. Unless noted, % is scaled to controls: 0 for no effect and ±100 for the full control effect; potency is read from the fitted curve at half-maximal effect.

SMILES	Imprint erasure	p53ts 39C kill	IkB sig inh	p53ts 32C kill
Cc1cc(=O)[nH]c(Nc2ccc(C(=O)OC(C)C)cc2)n1	0%	-2%	0.8%	-15%
CCOc1ccc(NC(=O)CSc2ncc3c(n2)-c2ccccc2N(C)S3(=O)=O)cc1	21%[10.9 µM]	-14%	-1.4%	10%
CC(=O)Nc1ccc(NC(=O)c2ccccc2F)cc1	-23%	1%	?	-6%
C=CCn1c(SCc2ccccc2)nnc1-c1cccnc1	-14%	12%	0.8%	6%
Cc1ccc(C)c(NS(=O)(=O)c2ccc(NC(=O)c3ccco3)cc2)c1	nt	-3%	?	-15%
Cc1occc1C(=O)Nc1ccc2c(c1)OCO2	-89%[inhibitor]	-16%	2.1%	-28%
Clc1ccccc1-c1nc(NCCN2CCOCC2)c2ccccc2n1	-11%	-14%	2.3%[11.4 µM]	4%
Cc1cc(C)nc(Nc2ncc(O)n2-c2ccc(C)c(Cl)c2)n1	-2%	21%	1.1%	-3%
O[C@@](CCN1CCCC1)(c1ccccc1)C1CCCCC1	-9%[16.8 µM]	1%[20.6 µM]	1.2%[25.6 µM]	-5%[20.6 µM]
COc1ccc(NC(=O)C2CCN(c3nc4ccccc4nc3C(F)(F)F)CC2)cc1	-10%[10.9 µM]	?	0.1%	0%
CC(=O)Nc1ccc(NC(=O)CCc2nc3cccnc3n2Cc2cccs2)cc1	-9%[10.9 µM]	13%	?	3%
CCOC(=O)c1ccc(NC(=O)CC(=O)Nc2ccc3nc4n(c(=O)c3c2)CCCCC4)cc1	-5%[10.9 µM]	-23%	1.4%	-11%
OCCN1CCN(C(c2ccccc2Cl)c2sc3nc(-c4ccco4)nn3c2O)CC1 (configuration not stated)	-7%[10.9 µM]	-2%	-1.3%	3%
C=CCn1c(CCCNC(=O)C(C)(C)C)nc2ccccc21	0%	11%	0.3%	18%
O=C(c1ccccc1)N1CCN(Cc2c[nH]c3ccccc23)CC1	-17%	2%	1.6%	12%
S=c1[nH]nc(-c2cccnc2)o1	-6%	8%	1.1%	-7%
COCCNC(=O)C1CCC(Cn2c(=S)[nH]c3ccccc3c2=O)CC1 (configuration not stated)	-1%	4%	3.0%	10%
CC(=O)c1cccc(NC(=O)N2CCCC2C(=O)Nc2c(C)cccc2C)c1 (configuration not stated)	-6%	-5%	0.6%	6%
O=C(OCC(=O)N1CCN(c2ccccc2)CC1)c1ccccn1	-1%	-2%	-0.5%	1%
N#Cc1nc(Cc2cccc3ccccc23)oc1N1CCCCC1	-10%	7%	10%	4%
O=C(O)Cc1nc2nc3c(c(=O)n2[nH]1)CCCC3	2%	8%	0.3%	1%
COc1ccc(N(CC(=O)NC2CCCC2)C(=O)Cn2nnc(-c3ccc(F)cc3)n2)cc1OC	-6%	3%	-0.1%	1%
COc1ccc(S(=O)(=O)Cc2ccc(C(=O)NC3CCCC3)o2)cc1	-18%	3%	2.1%	-5%
O=C(O)/C=C1\NC(=O)c2ccccc21	-6%	-2%	3.5%	27%
CCOC(=O)c1cnc2c(ccc3ccccc32)c1Nc1ccc(Cl)cc1	-11%[10.9 µM]	3%	3.2%	0%
CCOC(=O)N1CCN(Cc2nc3cc(NC(=O)CC(C)C)ccc3n2C(C)C)CC1	-28%[10.9 µM]	2%	-0.6%	?
COc1cccc(-c2ccc3c(N)c(C(=O)c4ccc(F)cc4)sc3n2)c1	-9%[10.9 µM]	?	?	?
O=c1[nH]c(N2CCc3ccccc3C2)nc2c1CCC2	-10%	-2%	-0.6%	-3%
CCN(CC)CCOC(=O)c1ccc(NC(=O)Cn2ncc3c([nH]c4ccc(C)cc43)c2=O)cc1	-12%[10.9 µM]	-4%	?	-8%
CN(C)c1cccc(C(=O)Nc2nc3ccc(S(=O)(=O)N4CCCC4)cc3s2)c1	-13%[10.9 µM]	?	?	0%
Cc1ccc(C)c(NC(=O)CSc2nccn2-c2cccc(C)c2C)c1	-7%[10.9 µM]	-18%	?	1%
COc1ccc(CNC(=O)c2oc3c(c2C)-c2nn(Cc4ccc(Cl)cc4)cc2CC3)cc1	-8%[10.9 µM]	-19%	?	8%
O=C(CC(c1ccccc1)c1ccccc1O)NCCN1CCOCC1 (configuration not stated)	nt	6%	1.9%	-2%
O=C(c1ccc(N2CCNCC2)cc1)c1cccnc1	-34%[inhibitor]	0%	3.8%	15%
CC1CN/C(=C\C(=O)c2ccc(Cl)cc2)C(=O)N1 (configuration not stated)	nt	-27%	nt	?
O=C(CSc1nccc(=O)[nH]1)Nc1ccc(S(=O)(=O)N2CCOCC2)cc1	nt	17%	nt	3%
CCC(C(=O)Nc1cc(-c2cn3cccnc3n2)ccc1C)c1ccccc1 (configuration not stated)	-6%[10.9 µM]	4%	-1.1%	-12%
Cc1ccc2nc(NC(=O)c3ccc(S(=O)(=O)N4CCCc5ccccc54)cc3)sc2c1	-2%[10.9 µM]	-11%	?	21%
CCOc1nc2cccc(C(=O)OC(C)OC(=O)OC3CCCCC3)c2n1Cc1ccc(-c2ccccc2-c2nn[nH]n2)cc1 (configuration not stated)	-39%[inhibitor]	?	nt	?
Cc1ccc(C)c(NS(=O)(=O)c2cc(Br)cnc2N)c1	-15%	-3%	4.5%	-10%
O=C(Nc1ccccc1)N1CCSCC1	-11%	-10%	-0.2%	-6%
COc1cc(OC)c(Cl)cc1N	-6%	2%	2.4%	10%
CCOC(=O)c1c(C)n(C)c2ccc(OCC(O)CN3CCC(C)CC3)cc12 (configuration not stated)	-15%	0%	0.0%	-7%
Cc1ccc(CNC(=O)c2cn(C3CCCC3)c(=O)c3c2c2ccccc2n3C)o1	-26%	-14%	?	6%
CCC(=O)OC1=C(C(C)=O)N(Cc2ccccc2)S(=O)(=O)c2ccccc21	-12%[10.9 µM]	17%	?	-2%
COC(=O)c1ccccc1NC(=O)c1ccc(-c2ccccc2F)o1	-7%	2%	?	-1%
Cc1cc(C)cc(OCC(=O)N(Cc2cccs2)C2CCS(=O)(=O)C2)c1 (configuration not stated)	-6%	-9%	2.8%	9%
Cc1ccc(O)c(C(=O)c2cnc3c(c2)COc2ccc(C)cc2-3)c1	nt	19%	nt	10%
COc1cccc(NC(=O)CNC(C)CCC(C)C)c1 (configuration not stated)	-21%	-16%	-0.2%	-6%
CC(=O)OC[C@@H]1O[C@@H](O/N=C2/C[C@@H](O)[C@@H](O)[C@@H]3[C@@H]4C(=O)N([C@@H](C)c5ccccc5)C(=O)[C@H]4CC[C@@H]23)[C@H](OC(C)=O)[C@H](OC(C)=O)[C@@H]1OC(C)=O	nt	1%[9.22 µM]	nt	-6%[9.22 µM]
Later entries
SMILES	Imprint erasure	p53ts 39C kill	IkB sig inh	p53ts 32C kill
CCOC(=O)c1ccc2c(c1)nc(C1CCN(S(=O)(=O)c3cccs3)CC1)n2CC	-32%[inhibitor]	1%	?	-3%
O=C(c1cccc(S(=O)(=O)N2CCOCC2)c1)N1CCCCCC1	-7%	3%	-1.9%	6%
Cn1cc(C(=O)NCc2ccc(Cl)cc2)c(=O)c2cc(S(=O)(=O)N3CCCCCC3)ccc21	20%[10.9 µM]	-14%	?	-11%
CC(C)c1ccc(Nc2ncnc3c2c(-c2ccccc2)cn3-c2ccccc2)cc1	-13%[10.9 µM]	-26%	?	5%
Cn1nnnc1SCC(=O)N1CCN(c2ccc(Cl)cc2)CC1	1%	11%	4.3%	8%
Cc1nn(C)c(C)c1CN(C)S(=O)(=O)c1ccc(F)cc1	nt	22%	nt	4%
CCOC(=O)c1c(NC(=O)COc2cccc(C)c2C)sc2c1CCCCC2	7%[10.9 µM]	10%	?	-4%
Cc1ccc(C)n1-c1ccc2c(c1)COC2=O	-18%	0%	3.3%	-7%
O=c1n(Cc2cc3c(cc2Cl)OCO3)c(=O)n2n1CC[C@H]1/C(=N\OC[C@@H](O)COCc3ccco3)[C@H]3O[C@@H]3[C@@H](O)[C@@H]12	nt	2%[9.22 µM]	nt	11%[9.22 µM]
CCOC(=O)c1c(C)[nH]c(C(=O)CN2C(=O)NC(CC)(c3ccccc3)C2=O)c1C (configuration not stated)	-13%	-13%	?	-8%
Cc1ccc(-n2c3c(cc(C(=O)Nc4cccc(Cl)c4)c2=O)C(=O)CC(C)(C)C3)cc1	?	10%	1.3%	2%
COc1cccc(C2=NOC(C(=O)N3CCOCC3)C2)c1 (configuration not stated)	-27%	3%	-2.5%	-3%
COc1ccc(OC)c(N2C(=O)[C@@H]3C(c4ccccc4Cl)=NO[C@@H]3C2=O)c1	3%	-1%	1.7%	5%
Cc1oc2c(c(=O)c1C)C(=O)CC(c1ccccc1)C2 (configuration not stated)	-5%	-11%	-1.7%	4%
Cc1c(NC(=O)c2cccc(S(=O)(=O)N3CCOCC3)c2)c(=O)n(-c2ccccc2)n1C	-4%	-4%	0.1%	3%
CC(=O)c1ccc(NC(=O)CCOc2ccccc2)cc1	29%[10.9 µM]	-2%	-3.0%	1%
CC(=O)NCN1CCN(CNC(C)=O)CC1	-5%	3%	-1.8%	4%
Cn1c(-c2ccc(F)cc2)cnc1NCc1ccc(C#N)cc1	-44%[inhibitor]	-12%	1.3%	-18%
CC(NO)C(C)(C)NO (configuration not stated)	6%	1%	1.1%	1%
COC(=O)CN1C(=O)C(C)(C)c2cc(S(=O)(=O)Nc3ccc(C(C)C)cc3)ccc21	-6%[10.9 µM]	-13%	?	-6%
COc1cccc(C(=O)Nc2cc(C)c3c(=O)oc4ccccc4c3n2)c1	-9%	-3%	-4.7%	16%
Cc1cc(Nc2ccc(F)cc2C)n2nc(C)nc2n1	-11%	0%	-4.4%	8%
COc1ccccc1NS(=O)(=O)c1ccc(OC)c(OC)c1	-12%	-8%	?	-5%
COc1ccccc1N1CCN(C/C=C/c2ccc(N(C)C)cc2)CC1	-12%	-11%	-0.1%	-13%
CCOC(=O)c1ccc(NC(=O)C2Cc3ccccc3CN2S(=O)(=O)c2ccc(Cl)cc2)cc1 (configuration not stated)	-11%[10.9 µM]	-2%	284%	2%
O=C1CN(C(=O)CSc2nc3cc(Cl)ccc3c(=O)n2Cc2ccccc2)c2ccccc2N1	nt	-12%	nt	20%
C=CCn1c(=O)c2ccccc2n2c(Sc3nnnn3-c3ccccc3)nnc12	-17%	14%	2.5%	13%
CCCCSCc1nc2nc(Cl)c(Cl)nc2[nH]1	1%[10.9 µM]	-8%[9.22 µM]	?	-5%[9.22 µM]
Cc1ccc(NC(=O)CN2C(=O)c3ccccc3Sc3ncccc32)c(C)c1	19%[10.9 µM]	15%	0.7%	2%
CC(=O)COc1ccc2c3c(c(=O)oc2c1)CCCC3	-9%	-13%	-5.3%	-19%
Cc1ccccc1NC(=O)c1ccc(F)c(S(=O)(=O)N2CCN(c3ccccn3)CC2)c1	-25%	0%	1.6%	1%
CCOc1ccc(NC(=O)N2CC3CCCN3c3ccccc32)cc1 (configuration not stated)	-8%[10.9 µM]	6%	?	12%
O=C(NCCN1CCOCC1)C1CCN(c2nc3ccccc3o2)CC1	-4%	3%	0.8%	-3%
COCCOC(=O)C1=C(C)NC(=O)NC1c1ccc(Cl)cc1 (configuration not stated)	-2%	5%	2.2%	-4%
Cn1c(=O)cc(SCC(=O)N2CCCC2)c2ccc(Cl)cc21	-8%	11%	0.6%	-10%
